Screening data (PubChem)
Efflux pump mplx: blocks antifungal efflux pumps in multiplex yeast assay. hit rate 0.44% among 330,000. inhibition, % at 10 µM. S. cerevisiae Candida pump triplex, Nile Red efflux;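 active = plate passing quality check with inhibition over a set limit, or well fluorescence over plate mean plus 4 SD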;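 note: Nile Red retained in pooled yeast measured as flow cytometry median fluorescence; 0% = buffer negative control and 100% = Enniatin B positive control; higher means more Nile Red kept so more efflux inhibition; some compounds called inactive have numbers as strong as hits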
PP5 inh: blocks human protein phosphatase 5 activity | purified PP5c, OMFP substrate fluorescence | hit rate 0.18% among 320,000 | P53041 | inhibition, % at 6.7 µM | AID 1987;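 active = inhibition above the campaign's mean inhibition across all tested compounds plus 3 SD, cut at about 9.5% in these data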;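 note: 0% = DMSO only and 100% = 100 µM cantharidin control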
PP1 counter: PP1-alpha (human) inhibition in PP5 counter-screen; P62136; purified PP1alpha, OMFP fluorescence; inhibition, % at 6.7 µM; hit rate 0.9% among 320,000;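 active = inhibition above the mean inhibition of all tested compounds plus 3 SD, computed separately for each screening campaign, cut at about 15% in these data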
Target sequence (P62136 whole entry, looked up): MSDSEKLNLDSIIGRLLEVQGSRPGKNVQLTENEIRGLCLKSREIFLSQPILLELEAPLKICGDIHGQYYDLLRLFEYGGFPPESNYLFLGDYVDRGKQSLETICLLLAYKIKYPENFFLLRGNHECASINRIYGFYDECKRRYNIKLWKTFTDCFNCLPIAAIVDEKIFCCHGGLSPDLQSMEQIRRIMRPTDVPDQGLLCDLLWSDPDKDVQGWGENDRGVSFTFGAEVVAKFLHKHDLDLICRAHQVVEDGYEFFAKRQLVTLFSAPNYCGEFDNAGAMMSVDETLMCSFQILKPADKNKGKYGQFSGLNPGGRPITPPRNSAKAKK
proCasp7 act: counter-screen for procaspase-3 activators: activators of human procaspase-7; P55210; recombinant procaspase-7, Ac-DEVD-pNA absorbance 405 nm; D23A/D198A/D206A triple mutant, cannot self-cleave; scale: DMSO 0, 5 µM enzyme 100; activation, % at 8.5 µM; hit rate 0.093% among 330,000; AID 463210;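 active = percent activation above the screen-wide mean plus 3 SD, cut at about 25% in these data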
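buffer or medium = Zinc-free HEPES/NaCl buffer, pH 7.4 | material = Procaspase-7 triple mutant (PC-7 D3A) | input = 2 µM procaspase-7 mutant as dispensed | signal = Epi-absorbance of released pNA at 405 nm, two timepoints | timing = 1 h preincubation, 2 h reaction | replicates = singlicate compound testing | evaluation = % activation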
TPT1 inhibitor: inhibitors of Candida albicans tRNA 2'-phosphotransferase TPT1. recombinant caTPT1, FP RNA substrate dephosphorylation. inhibition, % at 5 µM. hit rate 0.81% among 300,000;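 active = inhibition above the mean of all tested compounds plus 3 SD, set per screening campaign, cut at about 24% in these data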;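 note: plate controls were DMSO alone for no effect and ferristatin control at 100 nM for full effect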
procasp3 activ: activates human procaspase-3; recombinant procaspase-3 D3A, Ac-DEVD-pNA absorbance 405 nm; AID 463141; activation, % at 8.5 µM; hit rate 0.11% among 330,000;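 active = activation above the mean of all tested compounds plus 3 SD, cut at about 21% in these data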;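 note: 0% = DMSO alone and 100% = DMSO wells spiked with extra 5 µM PC-3 D3A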
Target sequence (P42574 whole entry D9A/D28A/D175A): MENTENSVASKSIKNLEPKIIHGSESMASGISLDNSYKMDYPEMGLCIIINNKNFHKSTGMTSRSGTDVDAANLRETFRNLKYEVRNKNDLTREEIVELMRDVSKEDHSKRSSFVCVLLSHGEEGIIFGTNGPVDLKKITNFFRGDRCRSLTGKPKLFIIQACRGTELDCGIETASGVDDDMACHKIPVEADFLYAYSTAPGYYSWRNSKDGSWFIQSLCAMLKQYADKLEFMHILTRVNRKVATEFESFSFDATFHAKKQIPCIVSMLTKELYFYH
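Assay system – Procaspase-3 D3A mutant, all three cleavage aspartates alanine · Controls – DMSO-only low control, 5 µM PC-3 D3A high control · Schedule – 1 h compound preincubation, 2 h substrate hydrolysis at 25 °C · Signal – 405 nm absorbance of p-nitroaniline, reads at 0 and 120 min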
Fh CTSL1 inh: blocks F. hepatica cathepsin L1 in PFM18AAP counter-screen | inhibition, % at 5.96 µM | hit rate 0.49% among 300,000 | recombinant F. hepatica cathepsin L1, Z-Leu-Arg-MCA fluorescence;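 active = inhibition above the mean of all tested compounds plus 3 SD, set per screening campaign, cut at about 17% in these data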;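 note: 0% = plate median of test compound wells and 100% = 1 µM Z-Phe-Ala-diazomethylketone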
core dimer inh: HCV core protein dimerization inhibition; inhibition, % at 5 µM; AID 1899; hit rate 0.33% among 300,000; TR-FRET GST/Flag-core106 dimerization, 1536-well;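 active = inhibition above the mean of all tested compounds plus 3 SD, set per screening campaign, cut at about 45% in these data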
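test system = GST/Flag-tagged HCV core106 proteins | probe or stimulus = Eu donor and XL665 acceptor anti-tag antibodies | times = compound-protein-antibody incubation 4 h at 22.5 °C | signal = TR-FRET, excitation 340 nm, emission 617 and 671 nm | measure = percent inhibition of core106 dimerization signal | controls = wells lacking GST-core106 and wells with excess unlabelled core106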
GASC-1 inh: human JMJD2C demethylase inhibition | Q9H3R0 | hit rate 0.069% among 330,000 | inhibition, % at 2.35 µM | GST-JMJD2C(1-420) H3K9me3 demethylation, DELFIA europium;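 active = more than half of a compound's replicate wells show inhibition beyond 50%, single wells judged on their own value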;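 note: signal counts dimethyl H3K9 product captured on neutravidin plate; 0% = median of DMSO wells and 100% = 0.3 times that DMSO median; strong numbers were not always called active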
Target sequence (Q9H3R0 1-420 limits assumed): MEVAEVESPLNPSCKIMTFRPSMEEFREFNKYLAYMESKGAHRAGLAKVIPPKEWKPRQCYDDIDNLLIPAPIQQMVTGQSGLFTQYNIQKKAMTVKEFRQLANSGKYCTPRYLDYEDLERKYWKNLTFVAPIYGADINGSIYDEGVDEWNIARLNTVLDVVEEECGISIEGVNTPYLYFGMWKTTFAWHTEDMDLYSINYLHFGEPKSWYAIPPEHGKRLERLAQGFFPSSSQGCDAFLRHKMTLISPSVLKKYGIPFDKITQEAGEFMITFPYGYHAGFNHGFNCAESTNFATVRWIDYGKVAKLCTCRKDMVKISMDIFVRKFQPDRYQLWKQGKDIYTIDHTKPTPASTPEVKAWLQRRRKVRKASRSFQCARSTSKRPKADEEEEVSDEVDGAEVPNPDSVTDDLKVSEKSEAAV
Active calls of the source: *; x = not tested or not shown.

SMILES | Efflux pump mplx | PP5 inh | PP1 counter | proCasp7 act | TPT1 inhibitor | procasp3 activ | Fh CTSL1 inh | core dimer inh | GASC-1 inh
CCCn1c(=O)c2c(nc(Br)n2CCC)n(C)c1=O | 0.1 | -2.9 | -3.2 | 11.4 | -0.6 | 1.1 | 0.6 | -4.0 | 3.0
Cc1nonc1NC(=O)CSc1ccc(-c2ccccc2)nn1 | -0.2 | -0.7 | -2.0 | 10.6 | -3.1 | -9.3 | 2.6 | -3.1 | -0.4
CCOc1cccc2cc(-c3csc(NC(=O)CCC(=O)NCCN4CCCCC4C)n3)c(=O)oc12 (stereo not given) | -0.2 | 1.4 | -0.1 | 0.0 | 1.1 | 1.5 | 0.2 | -7.6 | 3.4
CSc1ccc(S(=O)(=O)Nc2cccc(F)c2)cc1 | -0.1 | 4.9 | 2.0 | 8.8 | 1.3 | 4.6 | 2.9 | -5.7 | -10.0
O=S1(=O)c2ccccc2Nc2ccccc21 | 0.1 | -1.3 | 2.1 | -4.0 | -0.5 | 1.6 | -6.1 | 1.8 | 3.9
Cc1ccc(S(=O)(=O)NCC2CCC(C(=O)NCc3ccc4c(c3)OCO4)CC2)cc1 (stereo not given) | 0.1 | 1.9 | -1.4 | 4.6 | -2.4 | -2.4 | 3.8 | 4.5 | 3.9
O=C(c1cc(-c2ccccn2)nc2ccc(Br)cc12)N1CCN(S(=O)(=O)c2ccccc2)CC1 | -0.4 | 2.8 | -0.9 | 0.9 | 3.4 | 3.9 | -1.1 | 32.5 | -15.9
CCOc1ccccc1NC(=O)CN(c1ccc(C)cc1)S(=O)(=O)c1c(C)noc1C | 0.2 | 5.8 | -5.8 | 3.4 | 2.6 | 5.8 | -4.5 | 9.3 | x
COc1ccc2c(C(=O)CN3CCN(CCO)CC3)c[nH]c2c1 | -0.8 | 2.2 | -2.3 | -2.2 | 6.8 | 9.7 | 2.2 | -2.7 | -23.9
COc1ccc(CNC(=O)CSc2ccc(Br)cc2)cc1OC | -0.1 | 0.7 | -0.7 | -3.9 | -0.5 | -4.7 | -2.9 | 2.3 | 0.6
CCOC(=O)c1cc(C#N)c(Oc2cccc(C(F)(F)F)c2)nc1-c1ccccc1 | 0.1 | 7.3 | 1.0 | -3.5 | -1.4 | 2.1 | -0.4 | 4.3 | -6.8
COc1ccccc1Nc1nc(-c2ccc([N+](=O)[O-])cc2)nc2ccccc12 | -0.2 | -0.1 | -0.8 | 7.6 | -6.0 | 7.7 | -2.6 | 3.8 | 6.5
C=C(C)C1CC=C(C)/C(=N/NC(=O)c2ccccc2[N+](=O)[O-])C1 (stereo not given) | -0.1 | 3.2 | 0.8 | 13.4 | -3.2 | 9.8 | 7.3 | 1.6 | 26.9
C#CCOC(=O)C1C2C=CC(C2)C1C(=O)O (stereo not given) | 0.0 | 2.4 | -4.2 | 7.7 | 3.3 | 5.5 | -1.5 | -7.2 | -2.9
O=C(NCc1ccco1)C1(c2ccccc2)CCCC1 | 0.0 | -0.7 | -7.8 | 7.5 | 0.4 | 6.6 | 0.9 | 3.0 | -6.0
CCC(CC)C1C(C#N)=C(N)Oc2n[nH]c(C)c21 (stereo not given) | -0.1 | -0.8 | -4.3 | -8.3 | -3.9 | -0.4 | 7.7 | 2.4 | 9.6
Cc1ccc(-c2nc3ccccc3[nH]c2=O)cc1 | -0.1 | 0.5 | -3.4 | -0.5 | -0.8 | 1.7 | -3.4 | -1.1 | -9.4
CN(C(=O)c1cccnc1)c1nnc(-c2cccnc2)s1 | -0.1 | -1.9 | -2.2 | 6.6 | -2.5 | 6.0 | 0.3 | 1.8 | 17.4
Cc1ccc(OP(=O)(Nc2c(C)n(C)n(-c3ccccc3)c2=O)Oc2ccc(C)cc2)cc1 | 0.1 | 0.8 | -1.6 | -2.9 | -3.1 | -1.3 | 1.6 | 7.2 | -1.0
O=c1c2nncn2c2cccnc2n1CCNc1ncc(C(F)(F)F)cc1Cl | 0.2 | 1.4 | -2.2 | 5.0 | 1.1 | 4.0 | -2.3 | 1.1 | 74.8
O=c1c2ccccc2nc2oc3ccccc3n12 | -0.1 | -2.1 | -0.3 | -16.6 | -0.6 | -5.0 | 4.3 | 9.8 | 7.4
COc1ccccc1CC(=O)NC1CCCc2ccccc21 (stereo not given) | 0.0 | 3.5 | 3.7 | -5.8 | 0.4 | 3.3 | -1.7 | 3.0 | 0.7
COc1ccc(C2C=C(c3ccc(Br)cc3)Nc3nc(N4C(=O)CCC4=O)nn32)cc1 (stereo not given) | 0.1 | -0.3 | -0.8 | 6.3 | -37.1 | -2.0 | 7.2 | 10.8 | -6.3
CC(C)(C)NCC1(CO)SC(N)=NC1=O (stereo not given) | 0.1 | -0.9 | -2.7 | -25.9 | -7.0 | -16.0 | -1.2 | -0.2 | -3.8
O/N=C(\Cc1cscn1)c1ccc(O)cc1O | -0.2 | 1.6 | -2.1 | 4.6 | 0.1 | 0.9 | -1.9 | -0.2 | -2.7
Cc1ccc(C(=O)C(C)N2C(=O)NC(C)(c3ccccc3)C2=O)cc1 (stereo not given) | -0.1 | -0.1 | -0.3 | 4.1 | 1.8 | 3.8 | -4.9 | 2.9 | -11.6
CSc1cccc(NC(=O)CN(c2cc(C)ccc2C)S(C)(=O)=O)c1 | 0.3 | 4.8 | 4.8 | 4.0 | 5.8 | -4.9 | 1.8 | 1.9 | 4.8
Cc1cccc(N2CCN(C(=O)c3nn(C)c4c3CS(=O)(=O)c3ccccc3-4)CC2)c1C | 0.1 | 3.7 | -0.3 | 4.3 | -2.3 | 10.2 | 3.6 | 6.4 | -16.4
COc1ccc(OC)c2[nH]c(=O)c(CCNC(=O)c3cccs3)cc12 | -0.1 | 0.5 | 1.5 | -0.3 | 0.2 | 4.4 | -9.5 | -0.6 | 7.1
CCCc1ccc(OCc2ccc(C(=O)O)o2)c(OC)c1 | 0.0 | 0.6 | -4.1 | -0.9 | 0.6 | 4.2 | -1.1 | 1.1 | 0.4
CCOC(=O)c1c(C)[nH]c(C(=O)OCC(=O)Nc2ccc(OCC)cc2)c1C | -0.1 | 2.8 | -3.3 | 2.3 | 1.1 | -1.0 | -4.5 | -0.7 | 3.9
O=C(NCC(c1ccco1)N1CCCC1)c1cccc(NS(=O)(=O)c2ccc(Br)cc2)c1 (stereo not given) | -0.1 | 2.6 | -3.3 | 2.2 | -2.2 | 0.7 | -3.1 | -2.6 | 7.0
COc1ccc(OC)c(NC(=O)c2ccccc2NS(=O)(=O)c2cccc3cccnc23)c1 | 0.0 | 0.2 | -3.4 | 0.7 | 0.2 | -2.5 | -4.7 | 6.3 | 8.1
Cc1cc(-c2nnc(CCC(=O)N3CCN(Cc4cccc(F)c4)CC3)o2)c(C)o1 | -0.1 | -1.4 | -0.4 | 6.4 | 0.6 | -4.6 | -1.9 | 3.0 | 4.8
CCc1ccc(-c2nnn(CCC#N)n2)cc1 | -0.2 | 2.1 | -0.7 | 6.9 | -4.1 | -0.3 | -1.5 | -4.7 | 7.2
C=CCN1C(=O)C(Cc2ccc(F)cc2)S/C1=N/N=C/c1cccs1 (stereo not given) | -0.1 | 3.0 | 0.9 | 2.6 | 0.4 | 5.3 | -1.5 | -1.9 | -24.3
Cc1ccc(NC(=O)NCCCl)cc1S(=O)(=O)N1CCOCC1 | -0.1 | 0.7 | -1.5 | 3.1 | -2.4 | 4.1 | -1.6 | -3.9 | 3.0
CCOC(=O)c1c(C)nc(C)c(C(=O)OCC)c1-c1ccco1 | 0.2 | -1.9 | -3.3 | 9.7 | -1.1 | -8.8 | 0.9 | -1.2 | -0.7
COc1ccc(N2C(=O)c3ccc(C(=O)OC(C)C)cc3C2=O)cc1 | 0.0 | 0.9 | -4.5 | -3.7 | -1.6 | -1.0 | -1.3 | 3.0 | -1.6
COC(=O)C1=C(C)N(Cc2ccccc2)C(=NCCc2cccnc2)N[C@H]1c1ccccc1 | -0.1 | -0.5 | 5.5 | 2.2 | 0.4 | -7.9 | -4.8 | -8.2 | 18.5
COCc1cc(=O)[nH]c(-c2ccc(C(F)(F)F)cc2)n1 | 0.1 | 0.8 | -4.1 | 13.2 | 1.4 | -1.1 | -0.6 | -0.2 | -7.8
NS(=O)(=O)c1ccc(CCNS(=O)(=O)c2cccc3nsnc23)cc1 | -0.1 | 1.2 | -2.1 | -8.3 | -1.0 | 2.4 | -0.9 | -2.2 | -15.9
O=C(CCc1ccc(S(=O)(=O)NC2CCCCC2)cc1)NCc1ccc(Cl)cc1 | 0.0 | 2.1 | -0.1 | -7.3 | -2.8 | -9.1 | 1.1 | -2.4 | 10.9
Cc1ccsc1/C=N/NC(=O)CNC(=O)c1ccco1 | 0.0 | 1.4 | 1.5 | 1.8 | 0.3 | -2.2 | -0.7 | 0.2 | -10.9
Cc1c(C)[n+](=O)c(-c2ccco2)c(C)n1[O-] | -0.1 | 1.8 | 4.2 | 9.2 | 0.6 | 6.2 | 1.8 | -2.2 | 5.3
COc1ccc(CN(CC(=O)NCc2ccc(F)cc2)C(=O)CCC(=O)Nc2ccccn2)cc1 | 0.1 | 3.7 | -1.3 | -14.5 | 3.2 | -1.9 | 1.6 | 5.8 | -6.1
CCOC(=O)C1=NNC(C(=O)c2ccccc2)C1c1ccc(OC)cc1 (stereo not given) | -0.1 | 1.5 | 1.3 | -5.0 | -11.4 | 2.0 | -3.3 | 0.9 | -4.9
Cc1cc(C(=O)CSc2nc3ccc(Cl)cc3[nH]2)c(C)n1Cc1ccco1 | 0.1 | 0.1 | 4.3 | -7.6 | 1.6 | 13.2 | -1.3 | 5.1 | 4.4
Cc1ccc(-c2nnn(CC(=O)NC3CC4CCC3C4)n2)cc1 (stereo not given) | 0.2 | -0.7 | 1.7 | -2.6 | -1.0 | -8.1 | 0.0 | 1.0 | 9.7
Cc1ccc(SC2CC(=O)N(c3ccc4c(c3)OCCO4)C2=O)cc1 (stereo not given) | 0.1 | 3.1 | -0.6 | -35.6 | -1.0 | -22.8 | 0.1 | -0.8 | 16.8
